High-throughput results deposited in PubChem by several laboratories.
CHT PAM – human CHT allosteric activation; Q9GZV3; CHT-expressing cells, membrane potential dye, choline EC20; active compounds read high; LV-AA mutant CHT in HEK293 cells; B-score at 10 µM; actives 0.49% (n = 310,000);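 active means initial fluorescence not abnormally high and integrated response B-score, plate-corrected, over 3 SD above library mean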
Target sequence (Q9GZV3 whole entry, looked up): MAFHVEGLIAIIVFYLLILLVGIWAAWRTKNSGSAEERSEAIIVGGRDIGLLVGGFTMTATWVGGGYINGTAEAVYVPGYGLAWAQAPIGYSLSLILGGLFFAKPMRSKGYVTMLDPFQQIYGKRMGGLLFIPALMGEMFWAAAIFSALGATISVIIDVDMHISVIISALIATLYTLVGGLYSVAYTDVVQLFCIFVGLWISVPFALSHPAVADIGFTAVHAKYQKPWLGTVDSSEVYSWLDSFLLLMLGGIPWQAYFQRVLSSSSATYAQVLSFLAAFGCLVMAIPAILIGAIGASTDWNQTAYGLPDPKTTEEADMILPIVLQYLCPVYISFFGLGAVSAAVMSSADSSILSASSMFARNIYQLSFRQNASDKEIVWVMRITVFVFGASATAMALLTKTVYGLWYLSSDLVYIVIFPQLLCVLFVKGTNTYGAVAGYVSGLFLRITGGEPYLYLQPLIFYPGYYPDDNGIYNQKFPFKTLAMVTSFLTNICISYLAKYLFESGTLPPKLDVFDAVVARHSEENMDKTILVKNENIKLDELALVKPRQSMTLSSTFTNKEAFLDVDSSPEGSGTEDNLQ
OX1R antag-1 – human HCRTR1 antagonism. CHO/OX1R cells, Fluo-8 calcium fluorescence, orexin A. inhibition, % at 5 µM. actives 0.43% (n = 330,000). O43613. AID 434989;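 active means inhibition above its plate's threshold, mean inhibition of all tested compounds on the plate plus 3 SD, cut at about 37% in these data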;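 further: 0% = orexin A challenge wells and 100% = SB-334867-A antagonist wells; not every result past the cut was called active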
Target sequence (O43613 whole entry, looked up): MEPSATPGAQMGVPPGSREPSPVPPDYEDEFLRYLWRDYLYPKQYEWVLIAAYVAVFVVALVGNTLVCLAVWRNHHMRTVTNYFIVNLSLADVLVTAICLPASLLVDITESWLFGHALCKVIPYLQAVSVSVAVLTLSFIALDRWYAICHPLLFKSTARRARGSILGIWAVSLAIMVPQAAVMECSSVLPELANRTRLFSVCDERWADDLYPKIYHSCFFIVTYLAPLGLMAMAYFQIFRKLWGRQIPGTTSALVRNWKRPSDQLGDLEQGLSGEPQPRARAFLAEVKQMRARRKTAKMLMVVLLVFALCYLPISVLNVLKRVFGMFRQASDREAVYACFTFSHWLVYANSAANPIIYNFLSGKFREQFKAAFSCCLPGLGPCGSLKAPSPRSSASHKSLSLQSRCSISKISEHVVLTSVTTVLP
OX1R antag-2 – blocks the human orexin 1 receptor; O43613; OX1R-expressing cells, FRET antagonist read-out; inhibition, % at 6.6 µM; actives 1.8% (n = 330,000); AID 485270; in the data active means inhibition mostly above about 38%, no sharp cut-off; inactive means mostly below about 40%;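 further: 0% = agonist challenge alone and 100% = reference antagonist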
* = called active by the depositor; i = inactive; · = no result given.

SMILES	CHT PAM	OX1R antag-1	OX1R antag-2
Cc1cc(O)c(/C=N/Nc2cccc(Cl)c2)c(=O)o1	i	-9.5	11.6
CCn1c(-c2ccc3ncccc3c2)n[nH]c1=S	i	-5.5	6.7
O=C(c1noc2c1CCc1ccccc1-2)N1CCOCC1	i	-3.4	-2.8
Cc1ccccc1SCC(=O)Nc1cc(S(=O)(=O)N2CCOCC2)ccc1N1CCOCC1	i	-9.7	24.1
CN(C)S(=O)(=O)N1CCN(c2ccccc2Cl)CC1	i	13.3	23.9
CC1=C(C(=O)Nc2ccccc2)C(c2ccc(C)o2)n2c(s/c(=C/c3ccccc3)c2=O)=N1 (centres undefined)	i	-29.0	6.7
CCCC(=O)Nc1nc2ccc(S(N)(=O)=O)cc2s1	i	-13.3	8.2
CCc1cc(=O)[nH]c(SCCC(F)=C(F)F)n1	i	2.0	16.6
CCOC(=O)CSc1nnc(NCC(=O)OC)c(=O)[nH]1	i	-12.4	6.5
COCc1nnc(NC(=O)CCN2C(=O)c3ccccc3C2=O)s1	i	-15.0	7.8
CCOC(=O)Cc1csc(NC(=O)c2ccc(C)c(S(=O)(=O)N3CCOCC3)c2)n1	·	-16.1	3.1
CCSc1ccc([C@@H]2[C@@H]3C(=O)N(CC)C(=O)[C@@H]3[C@]3(C(=O)OC)CCCCN23)cc1OC	i	-30.1	11.9
COc1ccc(CC(=O)N/N=C/c2c(C)n(C)c3ccccc23)cc1OC	i	-8.0	27.4
O=C(Nc1ccccc1)/C(=C\c1ccco1)NC(=O)c1ccco1	i	-6.7	21.0
Cc1c(O)ccc(C(=O)CN2C(=O)c3ccccc3C2=O)c1O	i	2.0	18.1

Some of the entries so far, with two lines to a compound.
The line under a structure holds: CHT PAM, OX1R antag-1, OX1R antag-2
- CCOC(=O)CSc1nnc(NCC(=O)OC)c(=O)[nH]1
→ i, -12.4, 6.5
- COCc1nnc(NC(=O)CCN2C(=O)c3ccccc3C2=O)s1
→ i, -15.0, 7.8
- CCOC(=O)Cc1csc(NC(=O)c2ccc(C)c(S(=O)(=O)N3CCOCC3)c2)n1
→ ·, -16.1, 3.1
- CCSc1ccc([C@@H]2[C@@H]3C(=O)N(CC)C(=O)[C@@H]3[C@]3(C(=O)OC)CCCCN23)cc1OC
→ i, -30.1, 11.9

Continuation.
SMILES	CHT PAM	OX1R antag-1	OX1R antag-2
COc1ccccc1N1CCN(C(=O)CN(C2CCCCC2)S(C)(=O)=O)CC1	i	-10.6	31.1
Cc1ccc(-n2cc(CN3CCCN(C=O)CC3)c(-c3ccc(F)cc3)n2)cc1	i	-29.1	22.3
CSc1cccc(NS(=O)(=O)c2cc(Br)cnc2N)c1	i	-21.2	-0.5
COc1ccc([C@@H](C)NC(=O)CCc2nnc(-c3cc(C)on3)o2)cc1	i	-23.2	9.1
O=C(Nc1cccc(NC(=O)c2cccc(F)c2)c1)c1ccccc1	i	-27.7	16.8
COc1ccc(CCC(=O)N2CCCC(Nc3ccccc3)C2)cc1OC (centres undefined)	i	-8.9	34.9
O=C(N/N=C/c1ccccc1O)c1cc[n+]([O-])cc1	i	-11.5	20.2
CN1CCN(Cc2nc3c(c(=O)[nH]c(=O)n3C)n2Cc2c(F)cccc2Cl)CC1	i	-10.6	9.5
CC(Oc1ccccc1)C(=O)Nc1nnc(S(=O)(=O)N2CCCCCC2)s1 (centres undefined)	i	-9.4	8.9
NC(=O)c1ccsc1NC(=O)COC(=O)c1ccc(Cl)nc1	i	-10.6	12.0
COc1ccc(C(=O)NCc2ccc(C)cc2)cc1S(=O)(=O)N1CCCc2ccccc21	i	-10.7	11.5
CCOc1ccccc1CNc1nc2nc3c(c(=O)n2[nH]1)CCC3	i	-3.6	2.3
Cc1ccccc1Cn1nnc2c1C(=O)c1ccccc1C2=O	i	-11.6	14.0
O=C(O)/C(=C\c1ccccc1OC(F)F)c1ccc(-c2ccccc2)cc1	i	-9.2	34.5
CC(C)CCN1CCN(Cc2ccc(Oc3ncccn3)cc2)CC1CCO (centres undefined)	i	-10.9	3.4
CN(C1CCCCC1)S(=O)(=O)c1cn(C)c(=O)n(C)c1=O	·	-13.6	-0.8
CC12CCC(C(=O)NC(c3ccccc3)c3ccccc3)(OC1=O)C2(C)C (centres undefined)	i	-22.3	24.7
O=C(NCc1ccc(F)cc1)c1ccc2c(=O)n3c(nc2c1)CCCCC3	i	-5.8	5.1
O=C(N/N=C/c1ccccc1OC(F)F)c1cc(-c2ccncc2)nc2ccccc12	i	-15.7	8.9
CCCCOc1ccc(C(=O)OCC(=O)c2c(N)n(C)c(=O)n(C)c2=O)cc1	·	-0.6	16.3
O=C(NCc1ccccc1)C(C(=O)c1ccc(F)cc1)n1ccccc1=O (centres undefined)	i	-9.9	14.4
Cc1ccc(NC(=S)NCc2ccc(S(N)(=O)=O)cc2)cc1Cl	i	0.8	1.7
COc1ccc(C(=O)Cc2cc(OC)c(OC)cc2[N+](=O)[O-])cc1	i	-1.7	35.8
COc1ccccc1NC(=O)C12CC3CC(C1)CC(c1ccc(C)cc1)(C3)C2	i	-29.8	11.7
CC(C)N1CCN(CCCc2ccccc2)CC1CCO (centres undefined)	i	-14.6	6.6
COCCn1c(SCC(=O)c2c(N)n(C3CC3)c(=O)[nH]c2=O)nnc1-c1ccc(Cl)cc1	·	-1.2	2.5
COc1ccc(OC)c(Cc2nnc(CCC(=O)NCc3ccc(C)s3)o2)c1	i	-16.3	6.4
CCOC(=O)C1(CCOc2ccccc2)CCN(Cc2ccc(F)c(OC)c2)CC1	i	-46.0	17.2
O=C(/C=C/c1ccc2c(c1)OCO2)NCCCN1CCOCC1	i	4.9	1.6
Cc1cc(C(=O)COC(=O)C2CCN(C(=O)c3ccc(Cl)cc3)CC2)c(C)n1CC1CCCO1 (centres undefined)	i	-31.1	18.2
Cc1ccc(C(=O)CCC(=O)NCc2ccc(Cl)cc2)cc1	·	-8.3	16.6
COc1ccccc1NS(=O)(=O)c1cc(C(=O)N2CC(C)CC(C)C2)ccc1C (centres undefined)	i	-35.5	11.6
CC1=C(C)CC(C(=O)NC(C)CCc2ccccc2)C(C(=O)O)C1 (centres undefined)	i	-12.1	0.7
COC(=O)Cn1cnc2c(nnn2-c2cccc(OC)c2)c1=O	i	-10.3	5.1
Cc1nc(CSc2ccc(Cl)cc2)cs1	i	7.3	-11.5
O=C(CCNC(=O)c1ccco1)NC(Cc1c[nH]c2ccccc12)C(=O)O (centres undefined)	·	-7.2	7.5
O=C1CN(C(=O)CSc2ccc(-c3ccc(F)cc3)nn2)c2ccccc2N1	i	-12.1	31.0
O=C(CNC(=O)C1CCCCC1)Nc1ccccc1	i	-17.6	6.1
OC(COC(c1ccccc1)c1ccccc1)CN1CCCCC1 (centres undefined)	i	-21.1	35.9
Clc1cccc(Cl)c1C[n+]1ccc2ccccc2c1	i	-2.0	23.2
COc1ccc(CC(=O)NCC2CCCN(Cc3ccc(F)c(OC)c3)C2)cc1 (centres undefined)	i	-31.0	10.8
Cc1ccc(NC(=O)C2CCC2)cc1S(=O)(=O)N1CCCCCC1	i	-17.7	9.5
Cn1c(/N=C/c2c(O)ccc3ccccc23)nc2ccccc21	i	-24.2	24.9
N#Cc1ccc(OCC(=O)NC(=O)NC2CCS(=O)(=O)C2)cc1 (centres undefined)	·	7.8	3.2
CCOC(=O)Cn1c(=O)sc2ccccc21	i	-5.0	7.3

3 records drawn at random from the list so far:
SMILES	CHT PAM	OX1R antag-1	OX1R antag-2
O=C(CNC(=O)C1CCCCC1)Nc1ccccc1	i	-17.6	6.1
COC(=O)Cn1cnc2c(nnn2-c2cccc(OC)c2)c1=O	i	-10.3	5.1
Cn1c(/N=C/c2c(O)ccc3ccccc23)nc2ccccc21	i	-24.2	24.9

New compounds follow
SMILES	CHT PAM	OX1R antag-1	OX1R antag-2
Cc1ccc(N2C(=O)C3N=NN(CC(=O)N4N=C(c5cccc6ccccc56)CC4c4ccccc4)C3C2=O)cc1 (centres undefined)	i	-33.6	9.9
CC(=O)N/C(=C\c1ccccc1)C(=O)OCC(=O)c1ccccc1	i	-20.7	17.7
Cc1cccc(OCC(=O)NC2CC(C)(C)NC(C)(C)C2)c1	i	-5.6	13.5
O=C(COC(=O)c1c(F)cccc1F)Nc1ccc2[nH]c(=O)[nH]c2c1	i	11.3	2.3
CCN1C(=O)/C(=C/N(C)C)c2ccccc21	i	-6.4	7.2
COc1ccc(C2C(C#N)=C(N)Nc3nc4ccccc4n32)cc1 (centres undefined)	i	-12.4	10.3
CCOC(=O)C1CCCN(C(=O)c2cn(-c3ccccc3)nc2-c2cccnc2)C1 (centres undefined)	i	-13.4	14.1
Cc1nn(-c2ccccc2)c(Cl)c1C(=O)NCC(=O)O	i	-0.7	2.6
Cc1ccc(NC(=O)CC2S/C(=N/N=C/C=C/c3ccccc3)NC2=O)cc1Cl (centres undefined)	i	0.0	8.0
Cc1ccc(-c2csc(N=C(N)N)n2)cc1	i	-24.7	6.0
Cn1c(SCC(=O)Nc2cccc3ccccc23)nc(O)cc1=O	i	-16.5	13.4
O=C1CC(c2ccc(S(=O)(=O)NCCOc3ccccc3)cc2)CN1 (centres undefined)	i	-5.7	13.4
CC(C)(C)c1[nH]nc2c1C(c1ccncc1)C(C#N)=C(N)O2 (centres undefined)	i	-7.2	-5.7
Nc1c(NCc2ccccc2F)c(=O)[nH]c(=O)n1Cc1ccccc1	i	0.3	8.0
N#Cc1c(N)n(-c2ccc(C(=O)O)cc2)c2nc3ccccc3nc12	i	-15.3	53.2
COc1ccc(NC(C#N)c2ccc(OC)cc2)cc1 (centres undefined)	i	1.6	-1.8
O=C(O)c1ccc(CSc2nnc(-c3ccco3)n2-c2ccccc2)cc1	i	-4.7	12.4
O=C1CCCc2c1[nH]c1ccccc21	i	-1.2	1.9
Clc1ccccc1-c1nnc2sc(-c3cccs3)nn12	i	-15.8	10.5
NC(=O)CN(c1ccc(Cl)cc1)S(=O)(=O)c1ccccc1	i	-9.9	13.9
CC(=O)CC1(OC(C)=O)C(=O)N(C)c2ccccc21 (centres undefined)	i	-13.1	17.8
CCSc1ncccc1C(=O)N[C@@H](CCSC)C(=O)OC	i	-22.3	7.8
COc1ccc(OC)c(C(O)c2coc3ccc(O)c(CN(C)C)c23)c1 (centres undefined)	i	-28.7	32.3
COc1ccccc1C(=O)NC(CCSC)C(=O)NCc1ccncc1 (centres undefined)	·	3.5	-5.6
Cc1ncsc1C(=O)NCc1ccc(N2CCCC2=O)cc1	i	-16.7	11.4
Cc1cccc(NC(=O)CSC2=NN3CCCC(=O)N=C3S2)c1C	i	-36.0	5.9
O=C(/C=C/c1ccco1)Nc1cc(Cl)ccc1C(=O)O	i	-5.9	34.2
CCOC(=O)C1=C(C)N=C2SCCC(=O)N2C1c1cccs1 (centres undefined)	i	-17.3	9.9
CCN1C(=O)/C(=C/C=C2/SCCN2C)SC1=S	i	-3.8	27.5
CCOc1ccc(NC(=O)CSc2nnc(Cc3cccn3C)n2-c2ccc(OC)cc2)cc1	i	-26.3	-3.5
CCc1ccc(Nc2n[n+](-c3ccccc3)c(-c3cccc(C)c3)s2)cc1	i	-16.8	20.4
CCOC(=O)C1CSC(CC(=O)Nc2ccc(Cl)c(Cl)c2)C(=O)N1 (centres undefined)	i	-10.1	19.2
CC(C)CNC(=S)N1CCN(Cc2ccc3c(c2)OCO3)CC1	i	-11.0	15.5
CC[C@]12c3[nH]c4ccccc4c3CCN1C(=O)C(CC(=O)NCCCOC)C[C@@H]2C(=O)N1CCN(C(=O)c2ccco2)CC1 (some centres undefined)	·	-3.8	1.9
N#Cc1cccc(Nc2c3c(nc4ccccc24)CCCC3)c1	i	6.4	17.0
Cc1ccccc1NC(=O)OCc1cn(-c2ccc(Cl)cc2)nn1	i	-23.2	10.7
O=C(Oc1ccc(Br)cc1C(=O)/C=C/c1ccccc1F)c1ccco1	i	12.8	21.9
NC(=O)C1CCN(CC(O)COCc2ccccc2Cl)CC1 (centres undefined)	i	-14.3	1.9
CC(C)(C)NCC(O)COc1ccccc1C1CCCC1 (centres undefined)	i	-15.2	5.1
CCCCc1ccc(NC2=NCC(=O)N2CCc2ccccc2)cc1	i	-5.0	17.8
CC(CC(=O)Nc1ncc([N+](=O)[O-])s1)c1ccccc1 (centres undefined)	i	-11.5	35.3*
Cc1ccc(NC(=O)CSCC(=O)N(C)CC(=O)Nc2cccc(F)c2)cc1	i	-0.1	11.9
O=C(CN1CCc2cc3c(cc2C1)OCCCO3)Nc1cccc(Br)c1	i	-20.9	27.4
CCOc1cc(CNc2ccc(S(N)(=O)=O)cc2)ccc1OCC(=O)NC(C)(C)C	i	-11.8	15.1
COc1ccccc1CNC(=O)CSc1ccc(Br)cc1	i	-13.3	3.9
Cc1nc2scc(-c3ccccc3)c2c(=O)n1/N=C/c1ccco1	i	-28.4	31.9
COC(=O)c1[nH]c2ccccc2c1NC(=O)CN1CCN(Cc2ccc3c(c2)OCO3)CC1	i	5.6	12.1
COc1ccc(OC)c2[nH]c(C(=O)N3CCC(C(=O)O)CC3)cc12	i	-23.1	6.4
Cc1ccc(S(=O)(=O)N(C)Cc2ccc(-c3nnc4n3CCC4)cc2)cc1	i	-34.3	17.1
CCCCN(C)C(=O)Cn1nc(Cc2ccncc2)c2ccccc2c1=O	i	-15.2	0.9
Cc1ccc(C)c(C(=O)N2CCC(n3nccc3NC(=O)C3CC3)CC2)c1	i	-7.3	13.1
Cc1ccn2cc(CCNS(=O)(=O)c3ccc4c(c3)OCCO4)nc2c1	i	-2.3	-0.7
Cc1ccc(C(c2nnnn2C2CCCCC2)N2CCN3CCCC3C2)cc1 (centres undefined)	i	-47.7	13.7
O=[N+]([O-])c1ccc(N2CCOCC2)cc1O	i	-5.4	42.4*
Cc1ccsc1C=C1C(=O)c2ccccc2C1=O	i	-18.0	15.2

An unsorted share of the library; any-hit rate near 2.5%.
